NLRP3 yeast inh = NALP3 inflammasome inhibitors in reconstituted yeast, primary screen, luminescence, uHTS; Yeast reconstituted NLRP3/ASC/caspase-1, beta-gal luminescence, 24 h; inhibition, % at 10 µM; 0.39% of 330,000 active; AID 2825, 2010;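 active = inhibition of 50% or more; inactive = inhibition below 50%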;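 also: plate controls were induced DMSO wells for no effect and uninduced yeast grown without galactose for full effect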
TIM10 inh = growth inhibitors of isogenic TIM10 control yeast, primary screen, counter-screen for tim10-1 yeast inhibitor project, luminescence, uHTS. 1.4% of 330,000 active. AID 463195, 2010. S. cerevisiae TIM10 strain growth, BacTiter-Glo luminescence, 24 h. inhibition, % at 10 µM;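 active = inhibition of 40% or more at the single tested concentration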;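 also: wild-type TIM10 isogenic control strain grown at permissive 25 °C; 0% = DMSO yeast wells and 100% = minimal medium wells without yeast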
hIAP act = human IAP activators, primary screen, biochemical, luminescence, uHTS | purified human IAP, CDP-Star luminescence, 30 min; stronger effect = higher value; 1 = vehicle-only enzyme, 0 = enzyme-free background | Intestinal-type alkaline phosphatase (Homo sapiens), P09923 | AID 2524, 2010 | activation factor at 10 µM | 0.16% of 330,000 active;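 active = activation factor of the enzyme at least 2-fold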; also: the source names both 10 and 20 µM as test concentration; values of inactives mirror those of a sister screen read the other way
mIAP inh = inhibitors of mouse IAP, primary screen, biochemical, luminescence, uHTS; intestinal alkaline phosphatase [Mus musculus]; purified mouse IAP, CDP-Star luminescence, 30 min; inhibition, % at 10 µM; 0.2% of 330,000 active; AID 2806, 2010;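 active = inhibition of at least 40% at 10 µM in the primary screen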;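 also: plate controls were DMSO with enzyme for no effect and no enzyme wells for full effect; values of inactives mirror those of a sister screen read the other way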
Apaf-1 inh = inhibitors of human Apaf-1 apoptosome, primary screen, biochemical, DEVD-Rh110 fluorescence, uHTS; Apoptotic protease-activating factor 1 (Homo sapiens), O14727; reconstituted apoptosome caspase-3 activity; inhibition, % at 20 µM; 0.71% of 330,000 active; AID 489030, 2010; active = inhibition of at least 40% at 20 µM;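 also: plate controls were DMSO wells for no effect and DEVD-CHO caspase inhibitor wells for full effect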
Target sequence (O14727 whole entry, looked up): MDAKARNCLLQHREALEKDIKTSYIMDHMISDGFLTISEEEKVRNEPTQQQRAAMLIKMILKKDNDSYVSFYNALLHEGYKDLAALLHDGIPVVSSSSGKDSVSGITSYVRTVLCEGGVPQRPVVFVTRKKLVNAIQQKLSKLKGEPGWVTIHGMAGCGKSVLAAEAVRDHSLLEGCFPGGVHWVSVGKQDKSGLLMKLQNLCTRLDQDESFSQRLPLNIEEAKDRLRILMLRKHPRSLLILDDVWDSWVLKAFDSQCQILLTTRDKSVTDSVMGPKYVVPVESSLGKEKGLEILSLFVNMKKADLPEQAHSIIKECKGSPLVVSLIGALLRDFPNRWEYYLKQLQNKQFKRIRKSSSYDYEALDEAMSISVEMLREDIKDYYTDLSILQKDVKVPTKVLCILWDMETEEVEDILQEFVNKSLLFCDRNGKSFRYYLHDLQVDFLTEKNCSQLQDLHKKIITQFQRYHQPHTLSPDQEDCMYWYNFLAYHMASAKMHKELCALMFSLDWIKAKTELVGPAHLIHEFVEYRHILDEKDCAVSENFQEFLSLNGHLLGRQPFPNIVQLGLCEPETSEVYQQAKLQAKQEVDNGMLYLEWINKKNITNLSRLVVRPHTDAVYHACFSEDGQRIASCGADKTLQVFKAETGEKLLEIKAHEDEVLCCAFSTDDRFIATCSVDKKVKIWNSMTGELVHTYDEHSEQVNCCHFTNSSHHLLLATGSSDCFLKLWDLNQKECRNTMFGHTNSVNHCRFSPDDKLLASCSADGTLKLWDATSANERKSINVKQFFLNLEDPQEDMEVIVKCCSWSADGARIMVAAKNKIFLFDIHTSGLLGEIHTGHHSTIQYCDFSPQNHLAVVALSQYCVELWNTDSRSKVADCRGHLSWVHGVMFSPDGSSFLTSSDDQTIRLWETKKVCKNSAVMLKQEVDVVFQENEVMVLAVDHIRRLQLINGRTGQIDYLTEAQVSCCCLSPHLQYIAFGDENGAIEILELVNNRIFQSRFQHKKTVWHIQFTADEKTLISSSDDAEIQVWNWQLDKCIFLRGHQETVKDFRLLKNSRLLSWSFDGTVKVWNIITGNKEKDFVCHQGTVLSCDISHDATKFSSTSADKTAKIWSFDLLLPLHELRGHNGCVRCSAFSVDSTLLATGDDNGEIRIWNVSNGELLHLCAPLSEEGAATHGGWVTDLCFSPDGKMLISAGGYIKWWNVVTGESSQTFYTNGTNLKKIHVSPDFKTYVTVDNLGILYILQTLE
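detection = Rh110 fluorescence intensity | test system = biochemical Apaf-1 apoptosome reconstitution | also added = cytochrome c and DEVD-Rh110 substrate | schedule = 30 min plus 50 min, RT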
ATG4B inh = ATG4B protease inhibitors, primary screen, biochemical, fluorescence, uHTS | inhibition, % at 8.33 µM | Cysteine protease ATG4B (Homo sapiens), Q9Y4P1 | 0.51% of 340,000 active | ATG4B cleavage of LC3-PLA2, NBD-HPC fluorescence, 1 h; in the data active = inhibition above about 40%
mIAP act = activators of mouse IAP, primary screen, biochemical, luminescence, uHTS; muIAP, CDP-Star luminescence, 30 min; stronger effect = higher value; 1 = vehicle-only enzyme signal, 0 = enzyme-free wells; activation factor at 10 µM; 0.24% of 330,000 active;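 active = activation factor of at least 2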; also: the source names both 10 and 20 µM as test concentration; values of inactives mirror those of a sister screen read the other way
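Assay system: mouse IAP enzyme / Compound: DMSO-dissolved test compounds / Timing: 30 min, room temperature / Measured by: luminescence from enzymatic CDP-Star hydrolysis / Control set: DMSO-only wells, enzyme-free buffer wells as negative control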
tim10-1 inh = growth inhibitors of tim10-1 mutant yeast, primary screen, luminescence, uHTS. inhibition, % at 20 µM. S. cerevisiae tim10-1 ts strain growth, BacTiter-Glo, 24 h. AID 463190, 2010. 2.2% of 330,000 active;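 active = inhibition of at least 40%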;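 also: mutant grown at 25 °C; 0% = DMSO wells with yeast and 100% = wells holding no yeast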
hIAP inh = human IAP inhibitors, primary screen, biochemical, luminescence, uHTS | purified IAP, CDP-Star luminescence, 30 min | inhibition, % at 10 µM | 0.12% of 330,000 active | Intestinal-type alkaline phosphatase (Homo sapiens), P09923;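 active = inhibition reaching a set limit with compound at 10 µM in the primary screen, cut at about 35% in these data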;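 also: plate controls were DMSO wells with enzyme for no effect and no-enzyme buffer wells for full effect; values of inactives mirror those of a sister screen read the other way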
* marks the source's active call; other numbers are inactive results.

`COc1ccc(/C=C/C(=O)NC(=S)N2CCCCC2)cc1OC` gave NLRP3 yeast inh 5, TIM10 inh 1, hIAP act 0.92, mIAP inh 5, Apaf-1 inh 2, ATG4B inh 3, mIAP act 0.95, tim10-1 inh -14 and hIAP inh 8.
For O=C(OC(C(=O)NC1CCCCC1)c1ccccc1)c1ccco1 (centres undefined) the results were NLRP3 yeast inh 7, TIM10 inh -2, hIAP act 1.2, mIAP inh 3, Apaf-1 inh 1, ATG4B inh -5, mIAP act 0.97, tim10-1 inh 24 and hIAP inh -17.
Screening O=C(CCCOc1ccccc1)N1CCN(c2ccccc2)CC1 returned NLRP3 yeast inh 38, TIM10 inh 5, hIAP act 0.93, mIAP inh -8, Apaf-1 inh 13, ATG4B inh 3, mIAP act 1.1, tim10-1 inh 19 and hIAP inh 7.
CC1CCC/C(=C\c2ccc(O)cc2)C1=O (centres undefined) was read as NLRP3 yeast inh 5, TIM10 inh 33, hIAP act 1, mIAP inh -1, Apaf-1 inh -13, ATG4B inh -4, mIAP act 1, tim10-1 inh 17 and hIAP inh -1.
Cc1occc1-c1nnc(SCC(=O)Nc2ccc3c(c2)OCO3)n1CC1CCCO1 (centres undefined) was read as NLRP3 yeast inh 6, TIM10 inh 20, hIAP act 1.1, mIAP inh 0, Apaf-1 inh 4, ATG4B inh 17, mIAP act 1, tim10-1 inh 13 and hIAP inh -6.
CN1CCC(=NNC(=O)COc2ccc(Cl)cc2)CC1 was read as NLRP3 yeast inh 18, TIM10 inh -4, hIAP act 1.1, mIAP inh -7, Apaf-1 inh 5, ATG4B inh -5, mIAP act 1.1, tim10-1 inh -5 and hIAP inh -11.
`O=C(CN1C(=O)C(=O)N(C2CCCC2)C1=O)Nc1ccc([N+](=O)[O-])cc1` gave NLRP3 yeast inh 15, TIM10 inh 6, hIAP act 1.1, mIAP inh 11, Apaf-1 inh -1, ATG4B inh 1, mIAP act 0.89, tim10-1 inh 9 and hIAP inh -13.
For COc1ccc(NC(=S)N/N=C2/CCCc3c(C)cc(C)cc32)cc1 the results were NLRP3 yeast inh 17, TIM10 inh -6, hIAP act 1.1, mIAP inh 6, Apaf-1 inh 2, ATG4B inh -11, mIAP act 0.94, tim10-1 inh 13 and hIAP inh -12.
`O=C(c1ccco1)N1CCN(C(c2cccs2)c2nnnn2C2CCCC2)CC1` (centres undefined) gave NLRP3 yeast inh 3, TIM10 inh 6, hIAP act 1, mIAP inh 9, Apaf-1 inh 8, ATG4B inh -4, mIAP act 0.91, tim10-1 inh 10 and hIAP inh -4.
Screening Cc1ccc(-c2csc(N3CCN(c4cc5c(cc4Cl)nc(C(C)N)n5CCCO)CC3)n2)cc1 (centres undefined) returned NLRP3 yeast inh 19, TIM10 inh 3, hIAP act 0.97, mIAP inh -4, Apaf-1 inh 0, ATG4B inh 5, mIAP act 1, tim10-1 inh -15 and hIAP inh 3.
O=C(COCCOCC(=O)N(c1ccccn1)C1CCCCC1)N(c1ccccn1)C1CCCCC1 was read as NLRP3 yeast inh 6, TIM10 inh 7, hIAP act 0.86, mIAP inh -3, Apaf-1 inh 1, ATG4B inh -1, mIAP act 1, tim10-1 inh -1 and hIAP inh 14.
`Cc1ccc(NCc2nnc(SCC(N)=O)o2)c(C)c1` gave NLRP3 yeast inh 4, TIM10 inh 8, hIAP act 0.95, mIAP inh 2, Apaf-1 inh -5, ATG4B inh -2, mIAP act 0.97, tim10-1 inh 1 and hIAP inh 5.
Screening Cc1cccc(-c2ccc3ncnc(NCc4cccnc4)c3c2)c1 returned NLRP3 yeast inh -6, TIM10 inh 0, hIAP act 0.9, mIAP inh -2, Apaf-1 inh 3, ATG4B inh -13, mIAP act 1, tim10-1 inh 2 and hIAP inh 10.
`Cc1ccc(NC(=S)N(Cc2ccco2)C(C)c2cccs2)c(Cl)c1` (centres undefined) gave NLRP3 yeast inh 3, TIM10 inh 12, hIAP act 1.2, mIAP inh 1, Apaf-1 inh -5, ATG4B inh 3, mIAP act 0.99, tim10-1 inh 13 and hIAP inh -15.
`Cc1oc(-c2ccc(Cl)cc2)nc1CS(=O)CC(=O)NC1CCCC1` (centres undefined) gave NLRP3 yeast inh -8, TIM10 inh 20, hIAP act 1, mIAP inh 1, Apaf-1 inh -2, ATG4B inh -2, mIAP act 0.99, tim10-1 inh 32 and hIAP inh -2.
Screening O=C(COC(=O)CNC(=O)C1CCCCC1)Nc1cc(C(F)(F)F)ccc1Cl returned NLRP3 yeast inh 11, TIM10 inh 2, hIAP act 0.93, mIAP inh 4, Apaf-1 inh -6, ATG4B inh -6, mIAP act 0.96, tim10-1 inh 21 and hIAP inh 7.
`OCc1ccnc2oc3ccccc3c12` gave NLRP3 yeast inh 3, TIM10 inh 6, hIAP act 1.1, mIAP inh -1, Apaf-1 inh -8, ATG4B inh -5, mIAP act 1, tim10-1 inh 1 and hIAP inh -11.
Screening CNC(=O)c1cc2c(-c3ccccc3)nn(C)c2s1 returned NLRP3 yeast inh 38, TIM10 inh 0, hIAP act 1, mIAP inh -19, Apaf-1 inh 7, ATG4B inh 2, mIAP act 1.2, tim10-1 inh 17 and hIAP inh -4.
Cc1cc(OC(C)C(=O)NCc2cccnc2)c2c(C)cc(=O)oc2c1 (centres undefined) was read as NLRP3 yeast inh 8, TIM10 inh 2, hIAP act 0.87, mIAP inh -7, Apaf-1 inh 5, ATG4B inh 1, mIAP act 1.1, tim10-1 inh -17 and hIAP inh 13.
Screening O=C(NC1CC1)c1cccc(NC(=O)c2cnn(-c3ccccc3)n2)c1 returned NLRP3 yeast inh 12, TIM10 inh 8, hIAP act 0.89, mIAP inh -7, Apaf-1 inh 4, ATG4B inh -2, mIAP act 1.1, tim10-1 inh -22 and hIAP inh 11.
CC(NC(=O)c1ccccc1NC(=O)c1ccco1)c1ccccc1 (centres undefined) was read as NLRP3 yeast inh 9, TIM10 inh 4, hIAP act 1.1, mIAP inh 7, Apaf-1 inh -18, ATG4B inh 6, mIAP act 0.93, tim10-1 inh 15 and hIAP inh -10.
For COCCNc1nc2nonc2nc1N1C[C@H]2CC[C@H]1C2 the results were NLRP3 yeast inh 6, TIM10 inh -5, hIAP act 1.1, mIAP inh 5, Apaf-1 inh -5, ATG4B inh 9, mIAP act 0.95, tim10-1 inh -1 and hIAP inh -5.
O=C(NCCN1CCOCC1)C1CCC(=O)N1C1CCCCC1 (centres undefined) was read as NLRP3 yeast inh 16, TIM10 inh -1, hIAP act 0.97, mIAP inh -15, Apaf-1 inh -2, ATG4B inh 12, mIAP act 1.1, tim10-1 inh -7 and hIAP inh 3.
`CC1(C)CC(=S)Nc2ccccc2S1` gave NLRP3 yeast inh 32, TIM10 inh 23, hIAP act 0.94, mIAP inh 6, Apaf-1 inh 1, ATG4B inh 3, mIAP act 0.94, tim10-1 inh 25 and hIAP inh 6.

3 records drawn at random from the list so far:
Screening Cc1cccc(-c2ccc3ncnc(NCc4cccnc4)c3c2)c1 returned NLRP3 yeast inh -6, TIM10 inh 0, hIAP act 0.9, mIAP inh -2, Apaf-1 inh 3, ATG4B inh -13, mIAP act 1, tim10-1 inh 2 and hIAP inh 10.
`CC1(C)CC(=S)Nc2ccccc2S1` gave NLRP3 yeast inh 32, TIM10 inh 23, hIAP act 0.94, mIAP inh 6, Apaf-1 inh 1, ATG4B inh 3, mIAP act 0.94, tim10-1 inh 25 and hIAP inh 6.
Screening CNC(=O)c1cc2c(-c3ccccc3)nn(C)c2s1 returned NLRP3 yeast inh 38, TIM10 inh 0, hIAP act 1, mIAP inh -19, Apaf-1 inh 7, ATG4B inh 2, mIAP act 1.2, tim10-1 inh 17 and hIAP inh -4.

Following part:
Cc1cc(=O)[nH]c(N/N=C/c2ccc(F)cc2)n1 was read as NLRP3 yeast inh 19, TIM10 inh 5, hIAP act 1.1, mIAP inh 8, Apaf-1 inh -5, ATG4B inh -1, mIAP act 0.92, tim10-1 inh -12 and hIAP inh -9.
COc1ccc(NC(=O)COC(=O)c2ccc(OCc3ccccc3Cl)c(OC)c2)c(OC)c1 was read as NLRP3 yeast inh -8, TIM10 inh -9, hIAP act 0.95, mIAP inh 8, Apaf-1 inh -6, ATG4B inh 3, mIAP act 0.92, tim10-1 inh -2 and hIAP inh 5.
For CCNc1c(NC(=O)COc2ccc(Cl)cc2)c(=O)oc2ccccc12 the results were NLRP3 yeast inh 8, TIM10 inh 6, hIAP act 1.1, mIAP inh 1, Apaf-1 inh -15, ATG4B inh -8, mIAP act 0.99, tim10-1 inh 15 and hIAP inh -7.
For Cc1nn(CC(=O)N2CCN(c3ccc(Cl)cc3)CC2)c(=O)c2cccn12 the results were NLRP3 yeast inh -1, TIM10 inh 1, hIAP act 0.81, mIAP inh -10, Apaf-1 inh 13, ATG4B inh -7, mIAP act 1.1, tim10-1 inh 8 and hIAP inh 19.
COc1ccc(-c2cc3c(=O)n(CC(=O)Nc4ccc(Cl)cc4)ncn3n2)cc1 was read as NLRP3 yeast inh 9, TIM10 inh -17, hIAP act 1, mIAP inh 7, Apaf-1 inh -5, ATG4B inh -5, mIAP act 0.93, tim10-1 inh 7 and hIAP inh 0.
`O=C(Nc1ccc(OC(=O)c2ccncc2)cc1)c1ccncc1` gave NLRP3 yeast inh 1, TIM10 inh -10, hIAP act 1.1, mIAP inh -17, Apaf-1 inh 3, ATG4B inh -4, mIAP act 1.2, tim10-1 inh -4 and hIAP inh -5.
For O=C(NC(Cc1ccccc1)c1ccc2c(c1)OCCCO2)c1ccccc1F (centres undefined) the results were NLRP3 yeast inh 4, TIM10 inh 21, hIAP act 1, mIAP inh -6, Apaf-1 inh 15, ATG4B inh 9, mIAP act 1.1, tim10-1 inh 20 and hIAP inh -4.
COc1ccc(-c2nc3nc(SC)nn3cc2C)cc1F was read as NLRP3 yeast inh 7, TIM10 inh -10, hIAP act 0.87, mIAP inh -4, Apaf-1 inh -3, ATG4B inh -5, mIAP act 1, tim10-1 inh 9 and hIAP inh 13.
Screening O=C(Nc1ccncc1)Nc1cc(Cl)ccc1Cl returned NLRP3 yeast inh 16, TIM10 inh -1, hIAP act 1, mIAP inh -64, Apaf-1 inh 19, ATG4B inh -9, mIAP act 1.6, tim10-1 inh 7 and hIAP inh -4.
For Brc1ccc(CNc2cc3c(cc2Br)OCCO3)cc1 the results were NLRP3 yeast inh 9, TIM10 inh 0, hIAP act 0.94, mIAP inh 2, Apaf-1 inh 5, ATG4B inh 10, mIAP act 0.98, tim10-1 inh 8 and hIAP inh 6.
`Nc1cnn(C2OC(CO)C(O)C2O)c(=O)n1` (centres undefined) gave NLRP3 yeast inh 7, TIM10 inh 3, hIAP act 1, mIAP inh -7, Apaf-1 inh -12, ATG4B inh 7, mIAP act 1.1, tim10-1 inh -6 and hIAP inh -3.
Screening CCCC(O)(c1ccc(Cl)cc1)C(CN1CCOCC1)c1ccccc1 (centres undefined) returned NLRP3 yeast inh -8, TIM10 inh 9, hIAP act 1.1, mIAP inh -15, Apaf-1 inh 19, ATG4B inh -18, mIAP act 1.2, tim10-1 inh 29 and hIAP inh -8.

Source: PubChem
